AMA1 RON2 block: qHTS for Inhibitors of AMA1-RON; Towards Development of Antimalarial Drug Lead: Primary Screen | Plasmodium falciparum AMA1 (3D7) - RON2 peptide interaction | AlphaScreen AMA1-biotinylated RON2 peptide binding | Potency, µM (series often up to 58.2 µM), inactives show at the top dose activity change, negative = inhibition, most hits filed as inhibitors | 360,000 compounds, 0.2% hits;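 also: potency is read from the fitted curve at half-maximal effect; 0% = vehicle wells and -100% = peptide control; nearly all actives have a fitted effect of over 45% in size; some results filed as inactive show a strong effect at the top dose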
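AMA1 (3D7) with his tag at 25 nM final met compounds first, then biotinylated RON2 peptide at 25 nM; detection used donor plus acceptor beads, 10 µg/mL apiece, read by AlphaScreen after 30 min at room temperature.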
HCMV antiviral: qHTS Assay for inhibitors of the human cytomegalovirus (HCMV); HFF cells, HCMV-luciferase reporter, 72 h; stronger effect = lower value; 410,000 compounds, 4.5% hits; activity change, negative = inhibition, % at 57.5 µM; AID 1259415, 2018; in the data active = activity change below about -60%; inconclusive = no clear call, values can overlap the other calls; inactive = above about -39%
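Steps: HFFs plated, 16 h 37C; compounds added; HCMV-luciferase added to MOI 1 PFU/cell; 72 h 37C; OneGlo reagent, 5 min room temperature; luminescence read, normalized to controls.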
AmpC inh detg: qHTS Inhibitors of AmpC Beta-Lactamase (assay with detergent); 370,000 compounds, 0.041% hits; P00811; AID 485294, 2010; Potency, µM (highest dose often 114 µM), inactives show at the top dose activity change, negative = inhibition, actives largely listed as inhibitors; AmpC hydrolysis of nitrocefin, absorbance 480 nm, 0.01% Triton;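 also: potency is read from the fitted curve at half-maximal effect; 0% = no-compound wells and -100% = no-enzyme wells; nearly all actives have a fitted effect of over 25% in size; some results filed as inactive show a strong effect at the top dose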
Target sequence (P00811 whole entry, looked up): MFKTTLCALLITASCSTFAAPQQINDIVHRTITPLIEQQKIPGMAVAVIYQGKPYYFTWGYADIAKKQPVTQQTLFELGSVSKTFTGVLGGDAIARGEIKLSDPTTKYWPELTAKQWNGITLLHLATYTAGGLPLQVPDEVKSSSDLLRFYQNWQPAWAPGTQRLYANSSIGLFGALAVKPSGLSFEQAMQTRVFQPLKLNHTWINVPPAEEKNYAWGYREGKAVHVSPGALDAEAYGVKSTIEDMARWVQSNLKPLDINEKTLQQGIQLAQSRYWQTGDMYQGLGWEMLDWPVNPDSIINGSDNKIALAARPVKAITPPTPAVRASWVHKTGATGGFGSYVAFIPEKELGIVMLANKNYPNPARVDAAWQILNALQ
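AmpC (5.3 nM in the dispensed reagent) in 20 mM phosphate pH 7.0 with 0.01% (detergent screen) or 0.0001% Triton X-100 was preincubated with compounds for 15 min at room temperature. Nitrocefin was then added from an 800 uM solution, and hydrolysis was followed at 480 nm.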
TbPYK inhibitor: qHTS of Trypanosoma Brucei Inhibitors; AID 624173, 2012; 410,000 compounds, 0.12% hits; pyruvate kinase (Trypanosoma brucei), Q57TT1; TbPYK enzyme, Kinase-Glo Plus ATP luminescence, 45 min; Potency, µM (doses to about 76.8 µM), inactives show at the top dose activity, negative = inhibition, most hits filed as inhibitors; also: potency is read from the fitted curve at half-maximal effect; nearly all actives have a fitted effect of over 50% in size
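Readout: single end-point luminescence (Kinase-Glo Plus, 10 min). Reaction conditions were TbPYK/substrate plus 130 uM ADP, 45 min at RT, pH 7.2 TEA buffer. No-enzyme wells served as controls, and data were normalized before concentration-response fitting.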
AmpC no deterg: qHTS Inhibitors of AmpC Beta-Lactamase (assay without detergent). P00811. AmpC nitrocefin hydrolysis, absorbance 480 nm, 0.0001% Triton. Potency, µM (titrated, usually from 57.1 µM), for the others: top-dose activity change, negative = inhibition, most hits filed as inhibitors. 330,000 compounds, 0.52% hits;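 also: potency is read from the fitted curve at half-maximal effect; plate controls were no compound for no effect and no enzyme for full effect; nearly all actives have a fitted effect of over 20% in size; some results filed as inactive show a strong effect at the top dose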
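20 mM phosphate pH 7.0 + 0.01% (detergent screen) or 0.0001% Triton X-100; 5.3 nM AmpC reagent; cpd preinc 15 min RT; nitrocefin (800 uM stock) to start; A480 q20 s × 4 min; Activity was normalised to no-enzyme and no-compound control wells.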
Sm TGR inh: qHTS Assay for the Inhibitors of Schistosoma Mansoni Peroxiredoxins | 360,000 compounds, 3% hits | Schistosoma mansoni thioredoxin glutathione reductase (TGR), Q962Y6 | purified TGR, DTNB reduction, TNB absorbance 405 nm | AID 485364, 2010 | Potency, µM (titrated, usually from 114 µM), without a hit: top-dose activity change, negative = inhibition, actives largely listed as inhibitors; also: potency is read from the fitted curve at half-maximal effect; nearly all actives have a fitted effect of over 60% in size
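Kinetic colorimetric format: TGR-catalysed, NADPH-driven DTNB reduction monitored via TNB absorbance. Enzyme dispensed at 20 nM; compound exposure 15 min at room temperature before reaction start.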
LmPK inh: qHTS Assay for Inhibitors of Leishmania Mexicana Pyruvate Kinase (LmPK); 290,000 compounds, 0.37% hits; Q27686; purified LmPK, Kinase-Glo ATP luminescence, 1 h; Potency, µM (highest dose often 57.5 µM), for inactives: at the highest dose activity change, negative = inhibition, usual class: inhibitors; AID 1721, 2009; also: potency is read from the fitted curve at half-maximal effect
Target sequence (Q27686 whole entry, looked up): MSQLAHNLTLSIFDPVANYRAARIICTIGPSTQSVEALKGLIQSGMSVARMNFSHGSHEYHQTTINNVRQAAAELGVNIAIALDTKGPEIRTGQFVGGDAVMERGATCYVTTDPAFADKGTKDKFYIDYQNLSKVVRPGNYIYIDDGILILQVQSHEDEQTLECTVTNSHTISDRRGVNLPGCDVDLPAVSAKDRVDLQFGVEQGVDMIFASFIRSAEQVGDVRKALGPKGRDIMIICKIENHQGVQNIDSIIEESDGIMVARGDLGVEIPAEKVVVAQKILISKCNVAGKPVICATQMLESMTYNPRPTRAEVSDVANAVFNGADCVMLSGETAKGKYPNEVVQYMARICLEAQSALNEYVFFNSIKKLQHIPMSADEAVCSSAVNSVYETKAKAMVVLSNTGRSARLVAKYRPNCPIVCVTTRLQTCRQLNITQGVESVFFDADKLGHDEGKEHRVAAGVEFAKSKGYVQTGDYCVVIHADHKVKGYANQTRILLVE
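Purified LmPK (0.1 nM) converted ADP (0.1 mM) to ATP with PEP (0.5 mM) in imidazole buffer pH 7.2 with KCl and MgCl2, 1 h at room temperature. ATP was read by Kinase-Glo luminescence; data normalized to uninhibited and no-enzyme controls.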
An asterisk follows results filed as active; u = inconclusive; x = not tested or not shown; & = joins results of further samples; [ ] = remark or other dose. Unless noted, calls follow the shape of the dose curve; as a rule, active = well fitted curve in the direction sought with a large enough effect; inconclusive = small, poorly fitted or top-dose-only effect, or another doubt; inactive = no such curve, though single readings can be large; an effect the other way counts as inactive or inconclusive. Unless noted, % is scaled to controls: 0 for no effect and ±100 for the full control effect.

The opening two records, to show the layout:
SMILES | AMA1 RON2 block | HCMV antiviral | AmpC inh detg | TbPYK inhibitor | AmpC no deterg | Sm TGR inh | LmPK inh
CCOc1ccc(OCCC(=O)OCC(=O)Nc2ccc(N3CCOCC3)cc2)cc1 | -15% | 5 | 6% | -2% | 41% | -15% | -3%
COc1ccc(C(=O)C2CN(c3ccccc3)CC2c2ccc(Cl)cc2)cc1 (stereo not given) | -4% | u | -1% | -6% | -29% | 3% | 0%

Main list, from the first entry:
SMILES | AMA1 RON2 block | HCMV antiviral | AmpC inh detg | TbPYK inhibitor | AmpC no deterg | Sm TGR inh | LmPK inh
CCOc1ccc(OCCC(=O)OCC(=O)Nc2ccc(N3CCOCC3)cc2)cc1 | -15% | 5 | 6% | -2% | 41% | -15% | -3%
COc1ccc(C(=O)C2CN(c3ccccc3)CC2c2ccc(Cl)cc2)cc1 (stereo not given) | -4% | u | -1% | -6% | -29% | 3% | 0%
COc1ccc2oc(C(=O)OCC(=O)N(C)c3c(N)n(Cc4ccccc4)c(=O)[nH]c3=O)c(C)c2c1 | -11% | -31 | -2% | -16% | 76%[activator] | 4% | x
COc1ccccc1N(CC(=O)NC1CCCC1)C(=O)CCC(=O)Nc1cc(C)on1 | 0% | 14 | 3% | 4% | -9% | 8% | -1%
COc1ccc(-c2noc(CCCC(=O)Nc3ccc(C(N)=O)cc3)n2)cc1OC | -3% | 62 | -7% | -2% | -1% | -1% | 1%
COc1ccc(-c2noc(-c3ccc(N4CCOCC4)c([N+](=O)[O-])c3)n2)cc1 | x | -5 | 2% | 3% | x | -15% | x
CCOC(=O)C(NC(=O)c1ccc(OC)cc1)(OCC1(CC)COC1)C(F)(F)F (stereo not given) | 17% | 20 | -9% | 6% | 45% | -10% | 4%
Cc1cccc(OCC(=O)OC(C)C(=O)Nc2ccc(S(=O)(=O)N3CCCCC3)cc2)c1 (stereo not given) | -24% | 6 | -4% | -5% | -7% | -14% | x
COc1ccccc1/C=N/NC(=O)CCSc1ccccc1 | -2% | 3 | -11% | 6% | -23% | 5% | 1%
O=C(Nc1ccccc1)N1CCCN(Cc2ccccc2F)C1 | 3% | -38 | -1% | -6% | -35% | -16% | 2%
Cn1nnnc1Sc1ncnc2scc(-c3cccc(C(F)(F)F)c3)c12 | x | -99* | x | -2% | -22% | x | x
COCC1CCN(Cc2c(C(=O)N3CCN(C4CCCCC4)CC3)nc3ccccn23)C1 (stereo not given) | 15% | 17 | -12% | -4% | 85%[activator] | -5% | 0%
O=C(C1=C(O)C(=O)N(CC2CCCO2)C1c1ccccc1[N+](=O)[O-])c1ccco1 (stereo not given) | -6% | 15 | -17% | 1% | -13% | -18% | 5%
Cc1ccc(CNC(=O)COC(=O)c2cncc(Br)c2)cc1 | 2% | 22 | 4% | -4% | -14% | -6% | -4%
CCOc1ccc(/C=C/C(=O)N(CC)CC(=O)Nc2ccc3c(c2)OCCO3)cc1OC | -2% | -24 | u | 1% | 13% | -4% | x
COc1ccc(C(=O)NCC(=O)OCC(=O)N2CCC(C)CC2)cc1OC | -5% | u | 0% | 3% | -9% | 5% | 1%
O=C(/C=C/c1ccc([N+](=O)[O-])cc1)OCC(=O)c1ccc[nH]1 | -17% | 3 | x | 4% | -29% | x | x
COc1ccccc1CNC(=O)C1CCN(c2ncnc3c2nc2n3CCCCC2)CC1 | -3% | 21&18 | 1%&18% | -7%&0% | 7% | 5%&8% | -2%
CCN(c1ccccc1)c1nnc(NC(=O)Nc2ccc(Br)c(C)c2)s1 | x | -2 | 16% | 0% | x | 3% | x
O=C(CSc1ccccn1)NCc1ccc2c(c1)OCO2 | -5% | -6 | 3% | -2% | -13% | -13% | 5%
Cc1ccc(CN2CC(C(=O)Nc3ccc(C)cn3)CC2=O)cc1 (stereo not given) | -5% | -15 | -2% | -6% | -13% | 62%[activator] | x
COc1ccc([C@H]2N[C@]3(CCCN(CC4CCCCC4)C3=O)[C@H]3C(=O)N(C)C(=O)[C@@H]23)cc1 | -1% | -9 | x | -8% | x | x | x
O=C(c1cnn2c1NC(c1ccc(Br)cc1)CC2C(F)(F)F)N1CCN2CCCC2C1 (stereo not given) | -23% | -32 | u | 3% | 168%[activator] | 0% | 4%
Cc1ccc(NC(=O)CCC(=O)NNC(=O)c2cccc([N+](=O)[O-])c2)cc1C | 28% | -35 | -9% | u | -11% | 1% | 3%
Cc1ccc(S(=O)(=O)NC(=O)c2cccc(Br)c2)cc1 | -25% | 17 | -8% | 6% | -30% | -32% | -1%
(further entries)
SMILES | AMA1 RON2 block | HCMV antiviral | AmpC inh detg | TbPYK inhibitor | AmpC no deterg | Sm TGR inh | LmPK inh
Cc1cc(NC(=O)C2CC(=O)N(c3ccc(F)cc3)C2)no1 (stereo not given) | -15% | 60 | -1% | -19% | -3% | 4% | 1%
C[C@@H](NC(=O)c1nc[nH]c1C(=O)NCCCCCNC(=O)OC(C)(C)C)c1ccccc1 | 131%[activator] | 1 | x | -6% | 71%[activator] | x | x
O=C(COc1ccc(Cl)cc1Cl)NC(=O)N1CCCCC1 | 9% | 16 | 4% | -9% | 3% | 0% | -8%
CCCN(C)C[C@@H]1OCCCC[C@@H](C)Oc2ccc(NS(=O)(=O)c3ccc(OC)cc3)cc2C(=O)N([C@H](C)CO)C[C@@H]1C | 0% | 5 | x | 8% | x | x | x
COc1ccc(N2CC(C(=O)Nc3c(C(N)=O)oc4ccccc34)CC2=O)cc1 (stereo not given) | -6% | -6 | u | -6% | -2% | 4% | x
O=C(Nc1nnc(S(=O)(=O)N2CCCc3ccccc32)s1)c1ccccc1Cl | x | 1 | 13% | -3% | x | -5% | x
Cc1ccc(NC(=O)CN(C)C(=O)CSc2nc(C)cs2)cc1 | -1% | 61 | 3% | 1% | -10% | u | 4%
CCC(C)OC(=O)/C(C#N)=C\c1ccc(-c2ccccc2Cl)o1 (stereo not given) | x | 20 | 16% | -3% | x | -4% | x
CCCCCCCCCCOC(=O)Cn1c(COc2ccc(OC)cc2)[n+](C)c2ccccc21 | -4%&6% | x | 0%&0% | -1%&3% | 119%&154%[activator] | -12%&3% | 0%&1%
CCOC(=O)N1CCN(C(=O)c2cccc(NC(=O)c3ccco3)c2)CC1 | 0% | -2 | -6% | 7% | -3% | -20% | -5%
CN(C)S(=O)(=O)c1ccc(NC(=O)COC(=O)C2COc3ccccc3O2)cc1 (stereo not given) | -19% | -16 | 6% | -7% | -28% | 0% | 3%
CCOC(=O)C1=C(C)N=c2s/c(=C/c3ccc(OCC(=O)O)cc3)c(=O)n2C1c1cc(OC)c(OC)c(OC)c1 (stereo not given) | -25% | 13 | -13% | -5% | 44% | 2% | -6%
CCN(C(=O)COC(=O)/C=C/c1cnc2ccccc2n1)C1CCS(=O)(=O)C1 (stereo not given) | -7% | 58 | -11% | -7% | -6% | -3% | 2%
O=C(Nc1nn(Cc2ccccc2F)cc1Br)c1cccs1 | -8% | -32 | -10% | 6% | -40% | -3% | -8%
CCOC(=O)c1c(C)[nH]c(C)c1C(=O)CSc1nc2ccccc2c(=O)n1-c1ccccc1C | -28% | u | -11% | -7% | -8% | -2% | 4%
CN(Cc1ccccc1)C(=O)c1ncn2c1c(=O)[nH]c1cccnc12 | -3% | -12 | x | 3% | x | x | x
O=S(=O)(Nc1ccc(-c2ccc(N3CCOCC3)nn2)cc1)c1cc(Cl)ccc1Cl | -14% | -20 | -17% | 8% | 14% | -1% | x
O=C(Nc1ccc(COc2ccccc2)cc1)Oc1ccccc1N1CCOCC1 | -5% | 1 | 8% | 0% | -9% | -2% | -2%
CCn1c(SCc2ccc(C(=O)Nc3nccs3)cc2)nnc1-c1ccc(N)cc1 | 14% | -17 | 0% | 2% | -5% | 4% | -4%
COc1ccc(NC2CCCN(C(=O)CCc3cn[nH]c3)C2)cc1 (stereo not given) | -6% | -24 | u | -9% | -5% | 5% | 1%
CCN(CC)c1ccc(NC(=O)C(NS(=O)(=O)c2cccs2)C(C)C)c(C)c1 (stereo not given) | x | -3 | -6% | -12% | x | -3% | x
CCCCC(=O)Nc1cc(C)c(NC(=O)c2cccs2)cn1 | 3% | -10 | 2% | 2% | -18% | 1% | 0%
COc1ccccc1N1C(=O)c2ccc(C(=O)Nc3cccc(C(C)=O)c3)cc2C1=O | -5% | 4 | 3% | 1% | -30% | 16% | -3%
CCCOc1ccccc1OCC(=O)Nc1ccc(S(=O)(=O)N2CCCCC2)cc1 | 2% | -12 | -4% | 0% | -19% | 2% | x
COc1ccc(NC(=O)C2CC(c3cccc(Br)c3)=NO2)cc1OC (stereo not given) | -9% | -18 | -8% | -10% | 91%[activator] | -4% | -1%
O=c1c(Cl)c(NCCO)cnn1-c1cccc(Cl)c1 | 3% | 14 | -4% | -3% | -12% | 7% | 3%
CCCS(=O)(=O)N1CCCC(C(=O)Oc2ccc(C)c(C)c2)C1 (stereo not given) | 0% | u | -9% | -3% | 25% | 5% | -1%
COc1ccc(N(Cc2ccccc2)S(=O)(=O)c2cccc(C(=O)O)c2)cc1 | 4% | 20 | 0% | 4% | -24% | -10% | 5%
O=C(/C=C/Nc1ccccc1)c1cnc(-c2ccccc2)s1 | 23% | -6 | -15% | -17% | -11% | 8% | 0%
COc1ccc(NC(=O)[C@@H]2CCCN2C(=O)[C@@H]2Cc3ccccc3CN2C(=O)OC(C)(C)C)cc1 | 2% | 23 | 1% | 2% | 116%[activator] | -1% | 13%

Reformatted with two lines to a compound: 3 of the compounds above.
Value order – AMA1 RON2 block, HCMV antiviral, AmpC inh detg, TbPYK inhibitor, AmpC no deterg, Sm TGR inh, LmPK inh
Cc1cccc(OCC(=O)OC(C)C(=O)Nc2ccc(S(=O)(=O)N3CCCCC3)cc2)c1 (stereo not given)
  -24%, 6, -4%, -5%, -7%, -14%, x
COc1ccccc1/C=N/NC(=O)CCSc1ccccc1
  -2%, 3, -11%, 6%, -23%, 5%, 1%
O=C(Nc1ccccc1)N1CCCN(Cc2ccccc2F)C1
  3%, -38, -1%, -6%, -35%, -16%, 2%

High-throughput results deposited in PubChem BioAssay by National Center for Advancing Translational Sciences (NCATS).
